ABCB6 inh 2: ABCB6 transporter inhibitors, primary screen, K562-ABCB6 cells, flow cytometry, MLPCN library; ATP-binding cassette sub-family B member 6 (Homo sapiens), Q9NP58; K562-ABCB6 porphyrin accumulation, 1 h; active compounds read low; fluorescence ratio to DMSO, % at 10 µM; 360,000 tested, 0.19% active; AID 602162, 2011;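 active means fluorescence ratio to DMSO below 75%, the collection mean minus 3 SD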;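 further: signal is porphyrin accumulated inside mitochondria; 100% equals median channel fluorescence of DMSO control wells; lower ratio means ABCB6 inhibition with less porphyrin fluorescence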
Target sequence (Q9NP58 whole entry, looked up): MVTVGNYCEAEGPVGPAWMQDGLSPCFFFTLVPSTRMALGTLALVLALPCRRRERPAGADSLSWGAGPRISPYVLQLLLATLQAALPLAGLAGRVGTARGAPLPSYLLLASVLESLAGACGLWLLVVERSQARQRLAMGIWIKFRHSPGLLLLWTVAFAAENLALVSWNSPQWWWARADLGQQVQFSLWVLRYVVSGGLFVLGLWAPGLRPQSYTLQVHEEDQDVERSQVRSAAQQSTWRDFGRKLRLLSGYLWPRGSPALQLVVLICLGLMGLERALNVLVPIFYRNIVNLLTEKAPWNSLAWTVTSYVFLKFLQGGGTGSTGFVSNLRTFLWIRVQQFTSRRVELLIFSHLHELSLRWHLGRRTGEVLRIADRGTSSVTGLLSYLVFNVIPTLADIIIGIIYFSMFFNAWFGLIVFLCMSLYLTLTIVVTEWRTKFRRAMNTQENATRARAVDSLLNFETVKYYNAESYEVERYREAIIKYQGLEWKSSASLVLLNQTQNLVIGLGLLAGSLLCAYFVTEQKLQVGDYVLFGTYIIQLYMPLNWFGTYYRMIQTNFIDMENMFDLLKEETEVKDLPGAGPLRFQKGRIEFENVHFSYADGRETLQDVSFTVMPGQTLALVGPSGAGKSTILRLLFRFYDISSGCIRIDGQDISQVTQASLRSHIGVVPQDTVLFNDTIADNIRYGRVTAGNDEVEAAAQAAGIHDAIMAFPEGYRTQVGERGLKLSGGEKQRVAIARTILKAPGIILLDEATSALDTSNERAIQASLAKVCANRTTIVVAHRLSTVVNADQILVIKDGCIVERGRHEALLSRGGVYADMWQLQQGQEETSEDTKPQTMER
N-glyco inh: increase of ERlucT glycosylation luciferase signal, primary screen, N-linked glycosylation inhibitor project, D54 ERlucT cells, luminescence, set 2; reporter increase, % at 12.5 µM; D54 ERlucT glycosylation luciferase reporter, 24 h; percent of 100 nM tunicamycin response; 360,000 tested, 0.23% active; AID 588692, 2011;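 active means mean luciferase reporter signal, scaled so untreated is 0 and the glycosylation-blocking control 100, at or above a set limit in every replicate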;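 further: luciferase carries N-glycosylation sites so blocking glycosylation raises the light; 0% = median of neutral control wells and 100% = median of 100 nM tunicamycin wells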
Exocytosis inh: LAMP-1 surface exposure blockers, TALL-104 cells – cell-based, flow cytometry, MLPCN library, primary screen; 360,000 tested, 0.66% active; AID 651702, 2012; inhibition, % at 10 µM; TALL-104 LAMP-1 surface exposure; cells stimulated with thapsigargin and PMA;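 active means inhibition above about 55%, limit read from the data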
CaV13 FRET inh: Disruptors of the CACNA1D IQ motif to Ca2+-dependent inactivation inhibitor domain association, primary screening, Förster resonance energy transfer in intact living …; inhibition, % at 12.3 µM; AID 743397; 340,000 tested, 0.098% active; HEK cells, CFP/YFP FRET ICDI-IQ, plate reader, 10 min; percent FRET-ratio fall versus neutral wells;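 active means mean replicate inhibition of at least 30% and at least 1% of replicates passing that level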;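 further: 0% = median of the neutral control wells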
Cardio protect: cardioprotection against H2O2-induced cell death, primary screen, uHTS, H9c2 cells, ATPLite luminescence; H9c2 cardiomyocytes, H2O2 injury protection, 2 h; protection from H2O2 cell death, % at 20 µM; 360,000 tested, 0.63% active;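 active means compounds giving at least 50% protection of heart cells from peroxide-induced death in the single-dose screen, raw or plate-pattern-corrected value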;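 further: 0% = DMSO wells with peroxide and 100% = DMSO wells without peroxide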
ABHD5 PLIN5 PPI: ABHD5-PLIN5 interaction inhibitors, primary screen, cell lysate, split luciferase complementation, luminescence | Perilipin-5 (Homo sapiens) + 1-acylglycerol-3-phosphate O-acyltransferase ABHD5 (Homo … | Split G. princeps luciferase complementation, 4 h | inhibition, % at 4 µM | 360,000 tested, 0.78% active | AID 602281, 2012;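 active means inhibition above the mean inhibition across every tested compound plus 3 SD, cut at about 22% in these data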;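 further: 0% = DMSO only wells and the 100% control is not disclosed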
m5-HT2A agonist: mouse Htr2a agonists via beta-arrestin recruitment, primary screen, cell-based, luminescence. 5-hydroxytryptamine receptor 2A (Mus musculus), P35363. CHO-K1 mHTR2A beta-arrestin complementation; percent of 30 µM serotonin response. activation, % at 7.6 µM. 360,000 tested, 0.66% active;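 active means activation above a run cutoff, the mean activation of all tested compounds plus 3 SD, cut at about 14% in these data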;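 further: 0% = plate median of compound wells and 100% = 30 µM serotonin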
MC4R antag cAMP: MC4R antagonists of cAMP signaling, primary screen, cell-based, TR-FRET, antagonist arm of biased-ligand search; 360,000 tested, 0.48% active; MC4R-expressing cells, MTII-stimulated cAMP, LANCE TR-FRET; Melanocortin receptor 4 (Homo sapiens), P32245; AID 540295, 2011; inhibition, % at 6.5 µM;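 active means inhibition above its plate's cutoff, the mean of tested wells on that plate plus 3 SD, cut at about 29% in these data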;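 further: 0% = Melanotan II alone and 100% = Melanotan II plus saturating MCL0020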
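Test system: U2OS cells stably expressing human melanocortin 4 receptor (MC4R); also added: Melanotan II challenge; compound: 6.5 µM single dose; timing: 30-min compound preincubation, 1-h Melanotan II challenge, 1-h detection, room temperature; signal: Eu-cAMP/anti-cAMP TR-FRET, emission 671 nm; repeats: one well per compound, no replicates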
MC4R barr agon: MC4R agonists recruiting beta-arrestin, primary screen, cell-based, luminescence, agonist arm of biased-ligand search | Melanocortin receptor 4 (Homo sapiens), P32245 | AID 540308, 2011 | activation, % at 8.9 µM | U2OS MC4R beta-arrestin complementation; percent of melanotan II response, DMSO zero | 360,000 tested, 0.98% active;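 active means activation above a per-plate cutoff, the mean activation of sample wells on that plate plus 3 SD, cut at about 8% in these data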
PDI inh: inhibitors of human PDI, primary screen, biochemical, turbidity, single point, plate reader | Protein disulfide-isomerase (Homo sapiens), P07237 | PDI insulin aggregation turbidity, A650, 90 min | inhibition, % at 10 µM | 350,000 tested, 0.052% active | AID 588391, 2011;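 active means mean inhibition across replicates of 30% or more, whatever share of single replicates reach that level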;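 further: absorbance from insulin aggregation driven by PDI reduction with DTT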
An asterisk follows results filed as active; x = not tested or not shown.

SMILES	ABCB6 inh 2	N-glyco inh	Exocytosis inh	CaV13 FRET inh	Cardio protect	ABHD5 PLIN5 PPI	m5-HT2A agonist	MC4R antag cAMP	MC4R barr agon	PDI inh
O=c1[nH][nH]cc1C=Nc1ccccc1Cl	100	6	0	-3	2	-1	9	2	-0.4	3
COc1cc(Cl)c(C)cc1NC(=O)CSc1nnc(CCC(=O)O)c(=O)[nH]1	100	0	-2	1	10	0	-1	3	-2.4	6
O=C(Nc1cccc(NC(=O)c2cccc(F)c2)n1)c1cccc(F)c1	96	0	-3	-5	-4	-18	-5	19	2.9	6
c1ccc2cc3[nH]c(CN4CCCCC4)nc3cc2c1	94	-3	-2	-7	2	-2	0	0	-0.5	x
CCOc1ccc(/C=N/n2c(C3CCCCC3)n[nH]c2=S)cc1	100	-8	21	-3	-9	-5	3	8	3.8	-4
O=C(CCC(=O)Nc1ccccc1Cl)NNC(=O)c1ccccc1[N+](=O)[O-]	95	-1	-3	-6	6	3	-4	15	-3.2	2
O=C(N/N=C/c1cccnc1)C(=O)N1CCCCCC1	103	1	-1	-5	1	15	6	5	2.9	-6
CCNC(=O)c1c(NC(C)=O)sc2c1CCCC2	106	2	0	x	16	1	-2	4	-1.3	1
Cc1ccc(-c2noc(CCCc3ccccc3)n2)cc1	102	1	3	-5	-9	-3	6	-1	4.7	4
O=C1C=CN(C(=O)Oc2ccccc2)CC1	101	2	-2	-5	11	3	2	-6	-3.4	6
O=C(C1CCN(S(=O)(=O)c2cnc[nH]2)CC1)N1CCN(c2ncccn2)CC1	89	1	2	-4	-2	-6	0	8	-0.9	3
N#Cc1cc(C(=O)c2cc(Br)ccc2O)cn(Cc2ccccc2)c1=O	102	1	1	-9	-30	9	5	9	-0.7	0
N#CC(C(=O)C1CCCCC1)c1nc2ccccc2[nH]1 (centres undefined)	100	2	-3	-7	2	-2	-3	8	-1.3	5
CCC(Sc1nncn1C)C(=O)Nc1nnc(-c2ccc(Cl)cc2)s1 (centres undefined)	103	11	-10	-5	-8	0	-6	14	1.8	x
COc1ccc(CCNC(=O)CCC(=O)Nc2nnc(C(C)C)s2)cc1OC	97	2	-4	-19	8	0	3	5	1.0	-6
ON(CCc1ccncc1)Cc1ccccc1	109	1	-26	-6	5	-2	-1	0	-1.1	-4
COc1ccccc1OCC(=O)OCn1c(SC)nnc(C)c1=O	103	0	2	-3	6	2	3	10	1.3	-1
COc1ccc(/C=N/NC(=S)NCc2ccccc2)cc1OC	99	0	-3	-2	7	7	6	-6	-0.3	-1
CC(C)CCCCCCNC(=S)Nc1ccc(S(=O)(=O)N2CCOCC2)cc1	85	-10	4	-2	-10	-12	-2	18	3.8	7
Cc1ccc(/C=N/n2cc(-c3ccccc3)[nH]c2=S)s1	94	-3	1	-12	-2	-11	-3	-4	-4.2	-3
C=CCNCCOc1ccccc1-c1ccccc1	100	-4	3	-6	2	2	-3	13	2.4	-2
Cc1ccc(C(=O)N2CCN(c3ccc(NC(=S)NC(=O)c4cccs4)cc3)CC2)cc1	97	-3	-3	-4	-6	-2	3	-1	-0.7	-9
COC(=O)c1ccc(N2CCN(C)CC2)c(NC(=O)c2sc3ccccc3c2Cl)c1	98	-4	78*	-3	-23	8	-6	31*	0.6	7
CC(=O)Nc1nnc(C)s1	97	1	0	-5	7	-7	-4	7	-1.3	x
CCCCNc1c(-c2ccc(-c3cccc(Cl)c3)cc2)nc2ccc(Cl)cn12	100	0	-2	-6	-4	8	3	1	0.7	2
Cc1ccc(C(OC(=O)c2ccco2)C(=O)NCc2cccs2)cc1 (centres undefined)	96	-1	0	-3	-9	-1	-3	1	0.4	-2
COc1cc(Br)cc2cc(C(=O)OC3CCN(C)CC3)c(=O)oc12	97	-11	-3	-6	9	1	-5	-1	-2.7	0
O=C(COC(=O)/C=C/c1ccc(F)cc1)NCc1ccco1	101	1	-16	-4	-1	5	4	-3	1.2	11
Cc1ccc(CNC(=O)Cn2cnc(S(=O)(=O)N3CCC(C)CC3)c2)o1	95	-1	0	-7	1	22*	9	-3	2.3	-1
Cc1cc(OCC(=O)Nc2cccnc2)c2c(C)c(C)c(=O)oc2c1	92	1	0	-5	-7	0	-4	3	-1.4	-11

Single records (already shown).
`C=CCNCCOc1ccccc1-c1ccccc1` is entered as ABCB6 inh 2: 100; N-glyco inh: -4; Exocytosis inh: 3; CaV13 FRET inh: -6; Cardio protect: 2; ABHD5 PLIN5 PPI: 2; m5-HT2A agonist: -3; MC4R antag cAMP: 13; MC4R barr agon: 2.4; PDI inh: -2
`COc1ccccc1OCC(=O)OCn1c(SC)nnc(C)c1=O` is entered as ABCB6 inh 2: 103; N-glyco inh: 0; Exocytosis inh: 2; CaV13 FRET inh: -3; Cardio protect: 6; ABHD5 PLIN5 PPI: 2; m5-HT2A agonist: 3; MC4R antag cAMP: 10; MC4R barr agon: 1.3; PDI inh: -1

Seven entries already listed, sorted by molar mass, lowest first:
SMILES	ABCB6 inh 2	N-glyco inh	Exocytosis inh	CaV13 FRET inh	Cardio protect	ABHD5 PLIN5 PPI	m5-HT2A agonist	MC4R antag cAMP	MC4R barr agon	PDI inh
C=CCNCCOc1ccccc1-c1ccccc1	100	-4	3	-6	2	2	-3	13	2.4	-2
Cc1ccc(/C=N/n2cc(-c3ccccc3)[nH]c2=S)s1	94	-3	1	-12	-2	-11	-3	-4	-4.2	-3
Cc1cc(OCC(=O)Nc2cccnc2)c2c(C)c(C)c(=O)oc2c1	92	1	0	-5	-7	0	-4	3	-1.4	-11
Cc1ccc(CNC(=O)Cn2cnc(S(=O)(=O)N3CCC(C)CC3)c2)o1	95	-1	0	-7	1	22*	9	-3	2.3	-1
COc1cc(Br)cc2cc(C(=O)OC3CCN(C)CC3)c(=O)oc12	97	-11	-3	-6	9	1	-5	-1	-2.7	0
CC(C)CCCCCCNC(=S)Nc1ccc(S(=O)(=O)N2CCOCC2)cc1	85	-10	4	-2	-10	-12	-2	18	3.8	7
Cc1ccc(C(=O)N2CCN(c3ccc(NC(=S)NC(=O)c4cccs4)cc3)CC2)cc1	97	-3	-3	-4	-6	-2	3	-1	-0.7	-9

Remaining list, next part
SMILES	ABCB6 inh 2	N-glyco inh	Exocytosis inh	CaV13 FRET inh	Cardio protect	ABHD5 PLIN5 PPI	m5-HT2A agonist	MC4R antag cAMP	MC4R barr agon	PDI inh
O=c1c2cnn(-c3ccc(F)cc3)c2ncn1Cc1ccccc1	102	1	12	x	-18	4	-1	3	14*	5
CCOC(=O)c1ccccc1Oc1c(F)c(F)nc(NCCO)c1F	99	2	16	-9	-10	5	-1	-2	-2.0	-1
CCNC(=O)NC(=O)COC(=O)CCCc1nc2ccccc2s1	100	0	-1	-8	3	-2	2	15	0.7	-1
CCC(C)(C)n1nnnc1C(c1cc2cc(C)cc(C)c2[nH]c1=O)N1CCCC1 (centres undefined)	104	5	1	-4	2	-3	3	10	-2.6	2
CC(=O)Nc1ccc(S(=O)(=O)N(C)CC(=O)OCC(=O)NNC(=O)c2ccccc2F)cc1	102	0	-2	-15	-1	-4	-9	-1	-2.2	8
Cn1nccc1C(=O)NC1CCN(Cc2ccccc2)CC1	97	4	-11	-2	4	5	-4	5	-0.6	2
Cc1ccc2cc(CN(CC3CCCO3)C(=O)NC3CCCCC3)c(=O)[nH]c2c1C (centres undefined)	93	-1	1	-7	1	-4	-5	8	-1.1	2
CCOc1ccc(/C=N/OCC(=O)Nc2ccc3c(c2)OCO3)cc1	91	-1	-1	-5	-17	0	-1	-10	-2.8	-4
Cc1cccn2c(=O)c3cc(C#N)c(=NC(=O)c4ccncc4)n(CCCOC(C)C)c3nc12	95	1	-3	x	7	0	1	-2	-1.2	-4
CCN(CC)S(=O)(=O)c1ccc(C(=O)Nc2cc(C)on2)cc1	96	0	0	-2	-2	-2	-1	5	-2.7	-4
O=C(COC(=O)C1CCN(S(=O)(=O)c2cccs2)CC1)Nc1ccc(F)cc1F	101	1	-6	-2	-2	-6	-1	8	0.9	1
COc1ccc(/C=N/NC(=O)c2cc3c(OC)ccc(OC)c3[nH]2)cc1O	97	20	62*	-4	66*	-3	-4	-16	-1.9	5
CCOC(=O)c1ccccc1N=Cc1c(O)c2ccccc2oc1=O	97	1	-2	-2	11	-3	-1	1	-1.3	-10
O=C(NCc1ccco1)c1cccc2c1C(=O)c1ccc(/C=C/c3ccccc3)cc1S2(=O)=O	90	16	9	-13	30	18	-9	-2	5.7	-2
CCc1ccc(CN(C)Cc2nc(Cc3cccc(C(F)(F)F)c3)no2)nc1	102	1	-2	-4	3	-1	-1	11	-1.7	3
COc1ccc(C(=O)Nc2ccccc2C(=O)NC(Cc2ccc(O)cc2)C(=O)NNC(=O)c2ccccc2Cl)cc1 (centres undefined)	97	1	0	-8	16	6	0	15	-1.1	14
COc1ccc2c(c1)nc(-c1cccc(Br)c1)c(=O)n2C(c1ccccn1)c1nc2ccccc2[nH]1 (centres undefined)	108	-3	7	-8	18	17	0	x	x	x
Cc1cc(C)c(S(=O)(=O)Nc2ccc(-c3cn4ccccc4n3)cc2)c(C)c1	107	-1	-6	x	12	2	-3	18	4.7	-5
COC(=O)CCC(NC(=O)OCc1ccccc1)C(=O)NC(CC(C)C)C(=O)OC (centres undefined)	103	1	0	-3	-3	-5	2	23	-1.7	6
COCCOC(=O)c1sc2nc[nH]c(=O)c2c1C	99	1	-2	-17	4	0	-1	5	-0.9	1
O=C(CN1CCN(Cc2ccccc2Cl)C1=O)NC1CCCCCCC1	101	-3	3	-2	-13	-3	1	5	-0.3	9
Nc1nnc(N2CCCCC2)s1	102	0	2	-3	10	-3	5	15	-0.3	-1
O=C(CCC(=O)c1ccccc1)NC1CCCN(Cc2ccccc2F)C1 (centres undefined)	95	1	0	-6	12	-5	1	20	-0.4	-3
Cn1c(Cc2ccc3c(c2)OCO3)nnc1SCC(=O)NC(C)(C)C	96	0	-1	-6	5	-5	1	8	-1.5	-2
